Mtb BioA inh: blocks M. tuberculosis BioA enzyme activity; purified M. tuberculosis BioA enzyme, plate reader; inhibition, % at 9.99 µM; actives 0.096% (n = 360,000); in the data active = inhibition above about 40%; inconclusive = no clear call, values can overlap the other calls
Rv3671c inh: Rv3671c (M. tuberculosis) protease inhibition. P9WHR9. inhibition, % at 5.96 µM. actives 0.048% (n = 320,000). AID 2606; in the data active = inhibition above about 38%;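 also: extracellular domain of Rv3671c used as enzyme; 0% = enzyme with DMSO and 100% = no enzyme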
Target sequence (P9WHR9 whole entry, looked up, the tested form may be a part): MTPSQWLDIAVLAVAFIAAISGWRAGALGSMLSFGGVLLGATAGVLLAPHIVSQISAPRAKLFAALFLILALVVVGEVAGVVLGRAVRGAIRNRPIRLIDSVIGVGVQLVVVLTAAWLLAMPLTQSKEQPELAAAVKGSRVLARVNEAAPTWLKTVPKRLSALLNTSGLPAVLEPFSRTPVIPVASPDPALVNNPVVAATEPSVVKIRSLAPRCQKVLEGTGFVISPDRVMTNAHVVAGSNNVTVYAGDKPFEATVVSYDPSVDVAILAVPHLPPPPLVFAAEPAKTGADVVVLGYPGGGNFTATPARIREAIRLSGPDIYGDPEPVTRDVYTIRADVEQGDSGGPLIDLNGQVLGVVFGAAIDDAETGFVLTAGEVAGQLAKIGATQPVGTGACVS
BoNT-F LC inh: BoNT F light chain protease inhibition | Multiplex microsphere protease cleavage assay, flow cytometry | inhibition, % at 10 µM | actives 0.22% (n = 360,000) | AID 588497; in the data active = inhibition above about 35%, passing the limit was not always enough; inconclusive = no clear call, values can overlap the other calls; also: plate controls were buffer without enzyme for full effect and enzyme alone for no effect
Mtb UGM inh: blocks M. tuberculosis UGM enzyme; actives 0.06% (n = 320,000); P9WIQ1; purified UGM, fluorescence polarization probe displacement; inhibition, % at 10 µM; AID 504406; in the data active = inhibition above about 10%, passing the limit was not always enough; inconclusive = no clear call, values can overlap the other calls
Target sequence (P9WIQ1 whole entry, looked up): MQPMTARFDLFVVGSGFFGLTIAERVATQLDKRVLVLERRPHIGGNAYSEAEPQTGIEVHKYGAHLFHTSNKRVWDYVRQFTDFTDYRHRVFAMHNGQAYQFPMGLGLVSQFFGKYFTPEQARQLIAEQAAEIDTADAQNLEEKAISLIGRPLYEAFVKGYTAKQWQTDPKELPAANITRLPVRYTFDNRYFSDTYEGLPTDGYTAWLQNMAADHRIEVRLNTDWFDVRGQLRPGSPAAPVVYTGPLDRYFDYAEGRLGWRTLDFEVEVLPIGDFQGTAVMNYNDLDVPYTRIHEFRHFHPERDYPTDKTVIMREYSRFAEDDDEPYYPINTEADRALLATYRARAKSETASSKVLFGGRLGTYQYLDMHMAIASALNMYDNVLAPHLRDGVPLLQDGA
FBA Mtb inh: inhibitors of M. tuberculosis fructose-bisphosphate aldolase; actives 2.3% (n = 360,000); purified M. tuberculosis FBA, fluorescence read-out; P9WQA3; inhibition, % at 1 µM; in the data active = inhibition above about 27%;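 also: 0% = vehicle and 100% = reference inhibitor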
MazEF act: increases E. coli MazEF RNase cleavage of RNA | P0AE70 | FAM/BHQ RNA-DNA oligo cleavage fluorescence, 5 h | activation, % at 20 µM | actives 0.32% (n = 350,000); in the data active = activation above about 50%
Target sequence (P0AE70 whole entry, looked up): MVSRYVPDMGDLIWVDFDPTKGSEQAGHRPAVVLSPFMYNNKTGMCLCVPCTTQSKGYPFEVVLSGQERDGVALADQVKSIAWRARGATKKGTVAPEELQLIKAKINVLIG
FadD28 binding: M. tuberculosis FadD28 bisubstrate binding inhibition. FadD28 bisubstrate probe binding, fluorescence polarization. inhibition, % at 12.5 µM. actives 0.22% (n = 360,000); in the data active = inhibition above about 8.5%, passing the limit was not always enough; inconclusive = no clear call, values can overlap the other calls
PrPC surface inh: reduces human prion protein on the cell surface | P04156 | cell surface PrPC, TR-FRET read-out | inhibition, % at 13.8 µM | actives 0.43% (n = 370,000) | AID 720596; in the data active = inhibition above about 24%; also: 0% = median of the test wells and 100% = reference compound wells
GDH-TPI inh: inhibits GDH-TPI coupling enzymes, artifact for Mtb FBA screen | GDH-TPI coupled enzyme counterscreen, NADH absorbance | inhibition, % at 4.8 µM | actives 1.2% (n = 360,000); in the data active = inhibition above about 30%;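 also: 0% = DMSO wells and 100% = wells lacking the enzyme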
Active calls of the source: *; i = inactive; ? = inconclusive; . = no result given. Compounds as they come; any-hit rate near 4.8%.

SMILES	Mtb BioA inh	Rv3671c inh	BoNT-F LC inh	Mtb UGM inh	FBA Mtb inh	MazEF act	FadD28 binding	PrPC surface inh	GDH-TPI inh
CC1=C(C(=O)N2CCOCC2)C(c2ccc(Br)cc2)NC(=S)N1c1ccccc1 (stereo not given)	.	-3	2	4.7	3	1	-1.4	-1	-2
CN(C)CCCN(C(=O)CCSc1ccccc1)c1nc2cc3c(cc2s1)OCO3	-1.2	4	-11	3.5	-5	17	1.3	-2	4
CC(=O)Nc1ccc(NC(=S)NC(=O)/C=C/c2ccccc2)cc1	.	-12	1	-0.4	-1	-11	-1.5	3	14
Cc1ccc(S(=O)(=O)NCc2csc(C)n2)c(C)c1	-0.2	7	-2	2.1	2	4	-0.3	1	-7
O=c1oc2ccccc2c(O)c1/C=N/c1ccccn1	0.2	-2	-1	-1.7	-3	-4	-3.7	2	0
O=C(CN1CCN(Cc2ccccc2Cl)C1=O)NCc1cccnc1	-1.7	5	-3	-2.6	0	3	-2.6	7	-4
Cc1ccc(C)c(NC(=O)Cn2nnc(C(=O)NCc3cccs3)c2N)c1	0.3	-28	3	-0.2	1	-22	-0.1	1	8
Cc1cc(NC(=O)CCC(=O)N(Cc2ccco2)C(C(=O)NC2CCCCC2)c2cccs2)no1 (stereo not given)	.	1	-18	1.5	0	-1	-4.2	4	-5
Cc1cccc(Cl)c1OCCCCn1ccnc1	0.7	4	-4	4.7	3	3	-1.8	-1	13
O=C(O)Cc1ccc(C(=O)c2ccccc2)s1	2.0	2	-14	1.4	-5	2	-0.4	-3	18
OCCC1CN(Cc2cccn2-c2nccs2)CCN1Cc1ccc(F)c(F)c1 (stereo not given)	3.3	2	-2	0.5	2	-2	-0.7	6	9
COc1ccc(CCC(=O)Nc2ccc(OC)c(S(=O)(=O)N3CCCCC3)c2)cc1OC	3.7	-2	3	0.0	-1	0	0.1	-3	-1
Cc1ccc([N+](=O)[O-])cc1NC(=O)CSc1nncn1-c1ccccn1	-1.0	5	0	1.8	-2	10	.	-1	-2
O=C(NCc1cc(C(F)(F)F)ccc1Cl)c1cccc2c1C(=O)c1ccc(N3CCC(Cc4ccccc4)CC3)cc1S2(=O)=O	-1.5	-8	12	?	-3	i	-1.9	.	12
OCCC1CN(Cc2ccc(Oc3ncccn3)cc2)CCN1C1CCCC1 (stereo not given)	.	3	6	2.2	-5	-6	-1.0	-8	10
Cc1c(NC(=O)c2c(F)cccc2F)c(=O)n(-c2ccccc2)n1C	-0.9	-3	-2	1.6	2	5	-1.7	9	11
N#CCSc1nnc(COc2cccc3ccccc23)n1-c1ccccc1	1.1	1	0	-1.0	1	-5	-3.8	3	0
CCOC(=O)C1CCN(C(=O)COc2ccc(S(=O)(=O)N3CCOCC3)cc2)CC1	-0.2	3	21	-1.5	3	3	0.6	-1	5
O=C(O)C1CCN(S(=O)(=O)c2ccc(N3CCOCC3)c([N+](=O)[O-])c2)CC1	-7.1	9	-6	-2.5	4	-17	-0.5	-11	7
COc1ccc(OC)c(C2Nc3c(Cl)ccc(C(=O)O)c3C3C=CCC32)c1 (stereo not given)	.	0	-3	1.1	1	6	0.7	-5	4
COC(=O)c1oc2ccc(Br)cc2c1-n1cccc1	2.3	-8	-1	-0.2	0	-4	-1.9	2	7
O=C(NC1CCCCC1)Nn1c(-c2ccccc2)nc2ccccc2c1=O	.	1	19	.	1	-6	-0.8	.	-4
OCCCc1nc2n(n1)C(c1ccccc1Cl)C=C(c1cccs1)N2 (stereo not given)	-2.4	-9	-3	0.8	55*	8	-0.8	.	13
O=C(CCCCCC(=O)N(CCO)CCO)N(CCO)CCO	-1.6	1	-3	-2.5	0	-3	-1.8	-4	-11
COC(=O)CN1C(=O)N/C(=C/c2ccc(C)o2)C1=O	.	2	-4	-2.4	-1	-16	0.3	-3	18

Profiles, quoted from the list. Values in the order: Mtb BioA inh | Rv3671c inh | BoNT-F LC inh | Mtb UGM inh | FBA Mtb inh | MazEF act | FadD28 binding | PrPC surface inh | GDH-TPI inh
Cc1cccc(Cl)c1OCCCCn1ccnc1 is listed with 0.7 | 4 | -4 | 4.7 | 3 | 3 | -1.8 | -1 | 13
COC(=O)CN1C(=O)N/C(=C/c2ccc(C)o2)C1=O is listed with . | 2 | -4 | -2.4 | -1 | -16 | 0.3 | -3 | 18
OCCCc1nc2n(n1)C(c1ccccc1Cl)C=C(c1cccs1)N2 (stereo not given) is listed with -2.4 | -9 | -3 | 0.8 | 55* | 8 | -0.8 | . | 13

New compounds follow
SMILES	Mtb BioA inh	Rv3671c inh	BoNT-F LC inh	Mtb UGM inh	FBA Mtb inh	MazEF act	FadD28 binding	PrPC surface inh	GDH-TPI inh
COc1ccc(C(=O)NN(C)c2nc(-c3ccccc3)cc(C)c2S(C)(=O)=O)cc1	.	-3	3	-0.8	4	-7	-0.8	-1	11
OC(COc1ccccc1)CN(Cc1ccccc1)CC(O)COc1ccccc1 (stereo not given)	-0.2	-7	-2	-0.5	-2	0	-4.8	0	-8
CCN(CC)C(=O)Cn1nnc(-c2ccc(S(C)(=O)=O)cc2)n1	.	-3	1	-0.1	1	-4	-1.1	1	2
CNC(=S)N/N=C/c1ccc(-c2cccc(C(=O)O)c2)o1	.	8	0	2.0	7	3	-2.4	-10	85*
COc1ccc(C2(c3ccc(OC(C)=O)cc3OC(C)=O)CC(c3ccccc3)NC(=S)N2)cc1 (stereo not given)	.	0	-2	2.4	-2	-38	0.6	7	9
CC1CCN(S(=O)(=O)c2ccc(NC(=S)NC(=O)c3ccc(Cl)cc3)cc2)CC1	0.1	6	5	-1.2	1	-17	-3.6	3	-6
Cc1csc(NC(=O)C2CSC3(C)CCC(=O)N23)n1 (stereo not given)	-2.8	-6	-3	-1.6	3	4	1.1	-1	7
Cc1c(/C=N/N=C2\CCC3C4CCc5cc(O)ccc5C4CCC23C)cnn1C (stereo not given)	0.1	0	-3	-0.7	9	1	-1.6	8	7
COC(=O)c1sc(SC)c(S(=O)(=O)C(C)C)c1N	.	12	3	-4.8	1	-3	-0.9	-4	14
O=C(CSc1nc2nn(-c3ccccc3)c(=O)c-2c2n1CCCCC2)Nc1ccccc1[N+](=O)[O-]	-0.7	.	1	.	-1	7	1.6	-14	14
O=C(NC1CCCCC1)C(c1ccc(F)cc1)N(CCc1ccccc1)C(=O)CN1C(=O)c2ccccc2S1(=O)=O (stereo not given)	-1.6	-1	1	-3.4	3	-2	-0.7	5	1
O=C(Nc1sc2c(c1C(=O)c1ccccc1)CCCC2)c1cccnc1	.	0	-4	1.7	5	11	-0.4	4	-3
Cc1ccc(-c2nc(N/N=C/c3cccc([N+](=O)[O-])c3)c3ccccc3n2)cc1	-2.2	1	23	0.7	0	3	-2.0	-1	0
CCOC(=O)Cn1c(=NC(=O)CN2C(=O)CCC2=O)sc2cc(S(N)(=O)=O)ccc21	-0.5	1	-8	1.4	5	-1	-0.7	4	10
CCOc1ccc2c(c1)s/c(=N\S(=O)(=O)c1ccc(OC)cc1)n2C(F)F	.	-3	2	-0.2	0	-3	-0.7	0	-11
Cc1cc(C)c2ccc(NN)nc2c1O	0.8	1	-13	-1.6	0	7	-3.5	4	13
COc1cc(C2OC(c3cc(OC)c(OC)c(OC)c3)C(C)C2C)cc(OC)c1OC (stereo not given)	0.7	-7	5	-0.5	-1	-11	-2.9	2	1
Cc1ccc(N2C(S)=C(C#N)C(=O)NC23CCCCC3)cc1	-2.3	-8	-6	0.9	-7	5	-3.7	8	11
O=C1/C(=C/c2cccnc2)SC(=S)N1NS(=O)(=O)c1ccccc1	-0.9	-15	-11	-1.6	0	7	-2.2	6	34*
O=C(COC(=O)/C=C/c1ccccc1[N+](=O)[O-])Nc1ccc(OCc2ccccc2)cc1	.	8	0	-0.9	4	3	-0.9	7	10
CCCc1cc(=O)[nH]c(SCC(=O)Nc2sc3c(c2C#N)CCC(C)C3)n1 (stereo not given)	4.1	1	-2	0.9	37*	3	-3.4	0	4
COc1ccc(C2(CNC(C)=O)CCCC2)cc1OC	-2.7	0	-2	4.0	4	-1	3.6	7	7
CS(=O)(=O)N1Cc2cnnn2-c2ccccc2C1C#N (stereo not given)	2.4	.	5	.	1	1	0.9	-3	-3
CC1C(=O)N(Cc2cn(CCC3OCCO3)nn2)CCS(=O)(=O)N1Cc1ccc(-c2ccccc2)cc1 (stereo not given)	-2.3	.	-1	.	-2	5	-3.4	-2	3
COc1cccc(CSC(C(=O)O)c2ccccc2)c1 (stereo not given)	-0.7	.	-7	.	-1	3	-4.9	-1	-2

A draw from above in order of heavy-atom count, smallest number first:
SMILES	Mtb BioA inh	Rv3671c inh	BoNT-F LC inh	Mtb UGM inh	FBA Mtb inh	MazEF act	FadD28 binding	PrPC surface inh	GDH-TPI inh
Cc1cc(C)c2ccc(NN)nc2c1O	0.8	1	-13	-1.6	0	7	-3.5	4	13
COc1ccc(C2(CNC(C)=O)CCCC2)cc1OC	-2.7	0	-2	4.0	4	-1	3.6	7	7
CC1CCN(S(=O)(=O)c2ccc(NC(=S)NC(=O)c3ccc(Cl)cc3)cc2)CC1	0.1	6	5	-1.2	1	-17	-3.6	3	-6
OC(COc1ccccc1)CN(Cc1ccccc1)CC(O)COc1ccccc1 (stereo not given)	-0.2	-7	-2	-0.5	-2	0	-4.8	0	-8

Additional results.
SMILES	Mtb BioA inh	Rv3671c inh	BoNT-F LC inh	Mtb UGM inh	FBA Mtb inh	MazEF act	FadD28 binding	PrPC surface inh	GDH-TPI inh
CCOc1ccc(-c2cccc(NS(=O)(=O)c3cc([N+](=O)[O-])ccc3Cl)c2)nn1	-0.1	4	2	.	2	-1	-0.3	-7	-3
CCOc1ccccc1N1CCN(C(=S)NCc2ccc(Cl)cc2)CC1	5.4	7	-4	-1.6	-5	-2	5.3	-10	-8
O=C(CSc1ncnc2ccccc12)c1ccc2c(c1)OCCO2	-2.2	-9	0	-2.8	4	-3	-0.4	-4	19
CCc1ccc2oc(-c3cc(N)cc(C)c3O)nc2c1	0.3	-5	-36	-1.6	-1	3	-2.6	-5	5
COc1ccc2[nH]c3c(c2c1)CCN1C(=O)N([C@@H](C)C(=O)NCc2ccc(F)cc2)C(=O)[C@]31C	-1.4	-1	4	1.0	1	1	-2.8	3	2
C[C@H](NC(=O)c1nc[nH]c1C(=O)NCc1ccc(CNC(=O)OC(C)(C)C)cc1)C(=O)OCc1ccccc1	-0.9	-3	-4	-4.3	-3	5	-5.9	6	12
N#Cc1ccccc1CN1C(=O)S/C(=C/c2cccn2-c2ccc(C(=O)O)cc2)C1=O	.	-8	-9	0.8	-3	7	-16	6	0
O=C(c1ccc(F)cc1)N1CCN(Cc2ccccc2Br)CC1	2.8	2	14	-0.5	6	0	-0.2	5	2
CC(NC(=S)NC1CCCCC1)c1ccc(C(C)(C)C)cc1 (stereo not given)	-1.6	-5	-3	0.5	3	-2	-1.2	-1	9
COC(=O)CSc1ccc(-c2nc3ccc(C)cc3[nH]2)cn1	13	-14	-5	-2.2	16	-14	-7.3	-3	10
Nc1ccc2nc(N3CCOCC3)sc2c1	.	-1	-21	-0.3	-2	11	-0.6	6	4
CCCCn1c(N)c(N(CC)C(=O)c2ccc(N(C)S(=O)(=O)c3ccc(C)cc3)cc2)c(=O)[nH]c1=O	.	-1	10	-1.6	0	5	-1.7	5	-9
O=C(CN(c1ccccn1)S(=O)(=O)c1ccccc1)Nc1ccccc1	.	-10	-4	3.1	2	10	-1.9	-3	-4
O=C(CCC(=O)N1CCN(S(=O)(=O)c2ccccc2)CC1)c1ccc(Br)cc1	-0.5	-6	-4	-0.8	-2	8	-1.1	5	-3
CCc1ccccc1N(C1=NCCCS1)S(=O)(=O)c1ccc(C(C)(C)C)cc1	-1.0	-18	-5	.	1	-7	-0.8	7	6
O=C(O)C1C2C=CC(C2)C1C(=O)NCCCn1ccnc1 (stereo not given)	1.8	-4	0	1.3	-3	5	-0.7	-2	-13
COc1ccc(N2CC(C(=O)N[C@@H](C)C(=O)NCCc3ccccc3)CC2=O)cc1 (stereo not given in full)	-0.2	6	-1	-1.7	0	3	-3.0	4	-7
Cc1c(C(=S)Nc2ccccc2)cnn1-c1ccccc1	-0.4	1	-4	-0.8	4	6	0.6	6	12
O=C(NCc1nc2ccccc2[nH]1)C1=C[C@H](C2CC2)C[C@H](OCCCCO)O1	-2.4	7	11	-0.5	4	-1	.	-5	11
